IDE exosite FP = exo-site inhibitors of human insulin-degrading enzyme; z-score at 20 µM; purified IDE, FL-6b probe fluorescence polarization; hits give low values; 17,000 compounds, 6.3% hits; P14735;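 active = z-score of -3 or lower, meaning strong loss of probe binding signal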;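 also: His-tagged human IDE residues 42-1019 made in E. coli with 30 nM FL-6b probe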
Target sequence (P14735 42-1019 limits assumed): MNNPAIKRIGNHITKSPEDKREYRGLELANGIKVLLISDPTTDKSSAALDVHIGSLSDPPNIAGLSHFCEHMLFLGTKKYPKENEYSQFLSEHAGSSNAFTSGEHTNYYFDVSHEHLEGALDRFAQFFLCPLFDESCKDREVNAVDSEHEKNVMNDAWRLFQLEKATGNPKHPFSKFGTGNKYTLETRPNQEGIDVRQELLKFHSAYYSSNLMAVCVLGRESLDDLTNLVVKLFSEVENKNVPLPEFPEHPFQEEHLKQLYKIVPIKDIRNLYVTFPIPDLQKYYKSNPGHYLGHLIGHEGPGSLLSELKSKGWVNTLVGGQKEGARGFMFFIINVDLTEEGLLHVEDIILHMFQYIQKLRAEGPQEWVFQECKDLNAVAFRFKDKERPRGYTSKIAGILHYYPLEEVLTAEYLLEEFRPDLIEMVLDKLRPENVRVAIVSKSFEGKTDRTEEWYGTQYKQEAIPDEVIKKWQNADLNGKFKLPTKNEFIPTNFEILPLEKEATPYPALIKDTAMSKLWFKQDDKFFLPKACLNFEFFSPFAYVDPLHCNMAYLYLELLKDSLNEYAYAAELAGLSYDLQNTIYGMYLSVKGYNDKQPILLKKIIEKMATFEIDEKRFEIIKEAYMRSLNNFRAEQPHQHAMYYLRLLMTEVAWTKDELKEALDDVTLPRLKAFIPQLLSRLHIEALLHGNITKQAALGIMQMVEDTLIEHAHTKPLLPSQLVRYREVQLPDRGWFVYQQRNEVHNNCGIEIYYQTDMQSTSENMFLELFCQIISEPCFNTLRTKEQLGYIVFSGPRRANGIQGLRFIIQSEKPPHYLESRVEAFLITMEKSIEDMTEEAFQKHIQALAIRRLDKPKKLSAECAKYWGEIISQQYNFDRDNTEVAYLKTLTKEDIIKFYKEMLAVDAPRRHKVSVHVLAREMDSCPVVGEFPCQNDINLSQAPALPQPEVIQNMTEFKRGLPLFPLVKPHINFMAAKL
* hit, by the source's call; & = joins results of further samples. These rows are one share of the data; rates above refer to the full screens.

molecule,IDE exosite FP
CN(C)C(=O)c1cccc(-c2ccc(C3[C@H]4CNC[C@@H]3N4Cc3cccnc3)cc2)c1 (stereo partly drawn),1.1
COCC(=O)NC[C@@H]1[C@H](c2ccccc2)[C@H](CO)N1C(C)=O,4.4
C/C=C/c1ccc([C@H]2[C@@H](CO)N[C@@H]2CN(CC(C)C)C(=O)c2ccccn2)cc1,0.72
CC=Cc1ccc2n(c1=O)C[C@H]1[C@H](CO)[C@@H](C(=O)NCC3CC3)[C@@H]2N1C(=O)Nc1cc(F)ccc1F (mixture of isomers),0.11
C[C@@H]1CN([C@@H](C)CO)C(=O)CCCn2nncc2CO[C@@H]1CN(C)C(=O)CCC(F)(F)F,-0.085
CN(C)C(=O)c1ccc(-c2ccc([C@H]3[C@@H](C#N)N(C(=O)C4CCC4)[C@H]3CO)cc2)cc1,4.6
O=C(NC1Cc2ccccc2C1)[C@H]1N[C@H]2c3cccc(=O)n3C[C@H]2[C@@H]1CO,0.95
N#C[C@@H]1[C@@H](c2ccc(-c3ccccc3F)cc2)[C@@H](CO)N1C(=O)Cc1ccccc1,1.9
COCC(=O)N1CCCCN2[C@@H](CO)[C@H](c3ccc(-c4ccc(OC)cc4)cc3)[C@@H]2C1,0.91
Cc1ccc(S(=O)(=O)N(C)C[C@H]2Oc3c(NS(C)(=O)=O)cccc3C(=O)N([C@H](C)CO)C[C@@H]2C)cc1,1.4
N#C[C@@H]1[C@@H](c2ccc(C#CCC3CCCC3)cc2)[C@H](CO)N1C(=O)c1ccccn1,3.6
COc1ccc(-c2ccc([C@@H]3[C@@H](CO)N4C(=O)CN(Cc5ccccc5)C[C@@H]34)cc2)cc1,-1.7
C[C@@H]1CCCCO[C@@H](CN(C)Cc2ccncc2)[C@@H](C)CN([C@H](C)CO)C(=O)c2cc(NC(=O)Cc3ccccc3)ccc2O1,-0.12
COc1ccc(NC(=O)N(C)C[C@H]2OCCCC[C@H](C)Oc3ccc(NC(=O)c4ccncc4)cc3C(=O)N([C@@H](C)CO)C[C@H]2C)cc1,0.95
COc1cccc(-c2ccc3c(c2)[C@H]2[C@H](CCN2C(=O)c2ccccn2)[C@@H](CO)N3)c1,-0.095
C[C@H](CO)N1C[C@H](C)[C@@H](CN(C)Cc2ccc(Cl)c(Cl)c2)Oc2ccc(NC(=O)CCCN(C)C)cc2C1=O,0.47
COc1ccccc1NC(=O)N1C[C@H](O)COC[C@@H]2O[C@H](CC(=O)N3CCC(Cc4ccccc4)CC3)CC[C@H]21,-2.1
COc1ccc(S(=O)(=O)Nc2ccc3c(c2)OC[C@H](C)NC[C@H](C)[C@@H](OC)CN(C)C3=O)cc1,0.74
C/C=C/c1ccccc1[C@H]1[C@@H](CO)N(C(=O)Nc2ccccc2F)[C@H]1C#N,2.2
C[C@@H]1CCCCO[C@H](CN(C)C(=O)Nc2ccc3c(c2)OCO3)[C@@H](C)CN([C@H](C)CO)C(=O)c2cc(NS(=O)(=O)c3ccc(F)cc3)ccc2O1,-1.2
CCS(=O)(=O)N1CCCCN2[C@H](CO)[C@H](c3ccc(C#Cc4ccccc4OC)cc3)[C@@H]2C1,-8.2*
O=C(c1ccncc1)N1CC(=O)N2[C@H](CO)[C@H](c3ccc(C#CCC4CCCC4)cc3)[C@@H]2C1,1
COc1cccc(NC(=O)N2CC(=O)N3[C@H](CO)[C@@H](c4ccc(C5=CCCC5)cc4)[C@H]3C2)c1,2.9
COc1ccccc1-c1cn(CC[C@@H]2CC[C@@H](NC(=O)C3CCCCC3)[C@@H](CO)O2)nn1,-0.58
COc1ccccc1C#Cc1ccc([C@@H]2[C@H](C#N)N(C(=O)C3CC3)[C@H]2CO)cc1,-9.3*
COCCNC(=O)C[C@H]1CC[C@H]2[C@@H](COc3ccc(NS(=O)(=O)c4ccc(Cl)cc4)cc3C(=O)N2C)O1,-0.35
CC(C)CN(C[C@H]1N[C@H](CO)[C@@H]1c1ccccc1)C(=O)C1CCCCC1,-0.13
OC[C@H]1[C@@H](c2ccc(/C=C/c3ccccc3)cc2)[C@H]2CN(Cc3cccnc3)CCCCN21,-2.5
C/C=C/c1ccc([C@@H]2[C@@H](C#N)N(c3ncc(CC)s3)[C@H]2CO)cc1,-1.1
Cc1noc(C)c1NC(=O)N(C)C[C@@H]1OCCCC[C@@H](C)Oc2ccc(NC(=O)Nc3ccc(C(F)(F)F)cc3)cc2C(=O)N([C@@H](C)CO)C[C@H]1C,1.6
C[C@@H]1CN([C@H](C)CO)C(=O)c2ccccc2-c2ccccc2CO[C@H]1CN(C)S(=O)(=O)c1cccc(C#N)c1,0.23
O=C(NC1CCCC1)N1CC(=O)N2[C@@H](CO)[C@H](c3ccc(-c4ccc(F)cc4)cc3)[C@@H]2C1,-0.029
C/C=C/c1ccc([C@@H]2[C@@H](CO)N(C(=O)CC)[C@H]2CNC(=O)C2CC2)cc1,-0.33
c1cc(-c2ccc(C3[C@H]4CNC[C@@H]3N4CC3CCOCC3)cc2)ccn1 (stereo partly drawn),1.5
C[C@H]1CN([C@@H](C)CO)C(=O)c2ccccc2-c2ccccc2CO[C@H]1CN(C)Cc1ccc2c(c1)OCCN2C,0.52
CCCNC(=O)[C@@H]1[C@@H](CO)[C@@H]2Cn3c(ccc(C4=CCCC4)c3=O)[C@@H]2N1C(=O)c1cnccn1,0.31
O=C1CN(S(=O)(=O)c2ccccc2)C[C@@H]2[C@@H](c3ccc(C#Cc4ccccc4)cc3)[C@@H](CO)N12,0.6
O=S(=O)(c1ccccc1)N1CCCCN2[C@H](CO)[C@H](c3ccc(-c4ccccc4F)cc3)[C@@H]2C1,0.92
C[C@H]1CC(=O)NCC/C=C\C[C@H](c2ccc3c(c2)OCO3)NC1=O,-0.59
N#C[C@@H]1[C@H](c2ccccc2)[C@@H](CO)N1S(=O)(=O)Cc1ccccc1,3.4
COc1cccc(C#Cc2ccc([C@@H]3[C@@H](CO)N4C(=O)CN(S(=O)(=O)c5ccccc5C)C[C@@H]34)cc2)c1,0.34
C[C@@H]1CN([C@H](C)CO)C(=O)c2cccc(NS(C)(=O)=O)c2O[C@H]1CN(C)Cc1ccc(-c2ccccc2)cc1,-0.2
N#C[C@@H]1[C@H](c2ccc(-c3ccccc3)cc2)[C@H](CO)N1C(=O)Cc1ccccc1,2
COc1ccccc1NC(=O)N1CC(=O)N2[C@H](CO)[C@@H](c3ccc(C#CC4CC4)cc3)[C@H]2C1,-0.36
OC[C@H]1[C@H](c2ccc(-c3cccc(F)c3)cc2)[C@H]2CN(CCC(F)(F)F)CCCCN21,1.7
CN1CCN(C(=O)C[C@H]2CC[C@@H]3[C@H](COC[C@@H](O)CN3CC3CCCCC3)O2)CC1,-0.5
COc1cccc(C(=O)N2C[C@H]3[C@@H](c4ccccc42)[C@H](CO)N3C(=O)c2cccc(F)c2)c1,2.4
Cn1cnc(S(=O)(=O)N2CCCCN3[C@H](C2)[C@@H](c2ccc(-c4ccccc4)cc2)[C@@H]3CO)c1,-1.5
O=C(NC[C@@H]1[C@@H](c2ccccc2)[C@@H](CO)N1Cc1ccccn1)C1CC1,0.83
COc1ccccc1C(=O)N1C[C@@H]2[C@H](c3ccccc31)[C@H](CO)N2C(=O)Cc1ccccc1,0.26
CC(C)CC#Cc1ccc([C@@H]2[C@H](CO)N3C(=O)CN(C(=O)c4ccccn4)C[C@@H]23)cc1,0.074
N#C[C@H]1[C@@H](c2ccc(C#CC3CCCCC3)cc2)[C@@H](CO)N1C(=O)c1cccc(F)c1,-0.092
Cc1ccc(-c2ccc([C@H]3[C@@H](CO)N4C(=O)CN(C(=O)c5ccc(F)cc5)C[C@H]34)cc2)cc1,1.2
CCN(C[C@@H]1N[C@@H](CO)[C@H]1c1ccc(-c2ccccc2)cc1)C(=O)COC,0.17
COc1cccc(S(=O)(=O)N2[C@@H]3CNC[C@H]2C3c2ccc(-c3cccc(C)c3)cc2)c1 (stereo partly drawn),-1.5
COc1cccc(C#Cc2ccc([C@@H]3[C@@H](CO)N4C(=O)CN(C(=O)C5CC5)C[C@@H]34)cc2)c1,-1
COc1cccc(C#Cc2ccc([C@H]3[C@@H](CO)N4C(=O)CN(C(=O)C5CC5)C[C@H]34)cc2)c1,-9.5*
CS(=O)(=O)N1CC(=O)N2[C@H](CO)[C@@H](c3ccc(C#CC4CCCC4)cc3)[C@H]2C1,1.7
O=C1C[C@H](c2ccccc2)C(=O)N[C@H](c2ccccc2)C/C=C\C[C@@H](c2ccccc2)N1,-0.67
O=C(C[C@@H]1C=C[C@H](NS(=O)(=O)c2ccc(F)cc2)[C@@H](CO)O1)N1CCc2ccccc2C1,0.65

New compounds follow:
molecule,IDE exosite FP
O=S(=O)(c1cccc(F)c1)N1[C@@H]2CNC[C@H]1C2c1ccc(-c2ccccc2F)cc1 (stereo partly drawn),-1.1
C[C@H]1CN([C@@H](C)CO)C(=O)c2cc(-c3ccc(C#N)cc3)cnc2O[C@@H]1CN(C)Cc1cccnc1,0.34
N#C[C@@H]1[C@@H](c2ccccc2)[C@H](CO)N1S(=O)(=O)Cc1ccccc1,4.6
N#C[C@H]1[C@@H](c2ccc(/C=C/c3ccccc3)cc2)[C@@H](CO)N1C(=O)Nc1ccccc1F,3.3
C[C@@H]1CN([C@@H](C)CO)C(=O)c2cc(N(C)C)ccc2O[C@@H]1CN(C)Cc1ccc(Oc2ccccc2)cc1,-1.4
COc1ccccc1-c1cn(CC[C@H]2CC[C@@H](NC(=O)C3CCCCC3)[C@@H](CO)O2)nn1,-0.96
Cc1cccc(-c2ccc([C@H]3[C@H](CO)N4CCCCN(S(=O)(=O)c5ccccc5C)C[C@@H]34)cc2)c1,1.3
CC(=O)N1CCCCN2[C@H](C1)[C@@H](c1ccc(-c3ccc(F)cc3)cc1)[C@@H]2CO,0.35
CC(C)CC#Cc1ccc([C@@H]2[C@H](CO)N3C(=O)CN(C(=O)c4cnccn4)C[C@@H]23)cc1,-0.68
O=C(Nc1ccccc1F)N[C@H]1CC[C@H](CCNC(=O)C2CC2)O[C@@H]1CO,0.68
C/C=C/c1ccc([C@H]2[C@@H](CO)N3C(=O)CN(C(=O)Nc4cc(F)ccc4F)C[C@@H]23)cc1,-2.4
COc1ccc([C@@H]2CC=CC[C@H](C)Oc3ccccc3C(=O)N(C)[C@@H](C(C)C)C(=O)N2)c(OC)c1 (mixture of isomers),-0.39
COCC#Cc1ccc([C@H]2[C@@H](CO)N3CCCCN(S(=O)(=O)c4ccc(OC)cc4)C[C@H]23)cc1,1.6
COc1ccc(C#Cc2cccc(-c3nc(C(=O)NCc4ccc5c(c4)OCO5)cc4c3[C@@H](CCO)N(S(=O)C(C)(C)C)C4)c2)cc1OC (stereo partly drawn),-0.34
N#Cc1ccc(-c2ccc([C@@H]3[C@@H]4CN(Cc5cocn5)C[C@H]3N4)cc2)cc1,-1.4
CCC(=O)N1[C@H](CO)[C@H](c2ccc(-c3ccncc3)cc2)[C@@H]1CN(C)C(C)=O,0.19
Cc1ccc(S(=O)(=O)NCC[C@H]2CC[C@@H](NC(=O)c3cccnc3)[C@@H](CO)O2)cc1,-1.3
CC[C@@H]1C/C=C\C[C@H](C(C)C)NC(=O)CCC(=O)N1,-1.1
COCC#Cc1ccc([C@H]2[C@H](CO)N3CCCCN(Cc4cccnc4)C[C@@H]23)cc1,0.7
O=C1CNC[C@H]2[C@H](c3ccc(C4=CCCC4)cc3)[C@H](CO)N12,1.8

Next part, overlapping the part above by two compounds.
molecule,IDE exosite FP
COCC#Cc1ccc([C@H]2[C@H](CO)N3CCCCN(Cc4cccnc4)C[C@@H]23)cc1,0.7
O=C1CNC[C@H]2[C@H](c3ccc(C4=CCCC4)cc3)[C@H](CO)N12,1.8
C[C@@H]1CCCCO[C@H](CN(C)C(=O)Nc2ccc(C(F)(F)F)cc2)[C@H](C)CN([C@H](C)CO)C(=O)c2cc(NS(=O)(=O)c3cn(C)cn3)ccc2O1,1
O=C(NC1CCCCC1)N1CC(=O)N2[C@H](C1)[C@@H](c1ccc(/C=C/c3ccccc3)cc1)[C@@H]2CO,-1.7
COc1ccc2c3c(n(C)c2c1)[C@H](CO)N(C(=O)C1CCCC1)CC31CN(C(=O)CC2CC2)C1,-1.1
N#Cc1cccc(-c2ccc(C3[C@@H]4CN(S(=O)(=O)c5ccc(F)cc5)C[C@H]3N4)cc2)c1 (stereo partly drawn),3&2.3
COCC(=O)N1CCCCN2[C@@H](CO)[C@H](c3ccc(-c4cccc(C)c4)cc3)[C@@H]2C1,-3.1*
N#C[C@H]1[C@@H](c2ccccc2-c2cccc(F)c2)[C@@H](CO)N1C(=O)C1CCC1,2.8
COc1ccccc1-c1ccc([C@H]2[C@@H](C#N)N[C@@H]2CO)cc1,-0.79
O=C(C[C@H]1CC[C@H]2[C@@H](COC[C@H](O)CN2CC2CCOCC2)O1)NCC1CCCCC1,0.88

Random excerpt: 7 entries already listed.
molecule,IDE exosite FP
C[C@@H]1CCCCO[C@H](CN(C)C(=O)Nc2ccc(C(F)(F)F)cc2)[C@H](C)CN([C@H](C)CO)C(=O)c2cc(NS(=O)(=O)c3cn(C)cn3)ccc2O1,1
O=C(NC1CCCCC1)N1CC(=O)N2[C@H](C1)[C@@H](c1ccc(/C=C/c3ccccc3)cc1)[C@@H]2CO,-1.7
N#C[C@H]1[C@@H](c2ccccc2-c2cccc(F)c2)[C@@H](CO)N1C(=O)C1CCC1,2.8
COc1ccccc1-c1ccc([C@H]2[C@@H](C#N)N[C@@H]2CO)cc1,-0.79
COc1ccc2c3c(n(C)c2c1)[C@H](CO)N(C(=O)C1CCCC1)CC31CN(C(=O)CC2CC2)C1,-1.1
N#Cc1cccc(-c2ccc(C3[C@@H]4CN(S(=O)(=O)c5ccc(F)cc5)C[C@H]3N4)cc2)c1 (stereo partly drawn),3&2.3
O=C(C[C@H]1CC[C@H]2[C@@H](COC[C@H](O)CN2CC2CCOCC2)O1)NCC1CCCCC1,0.88

Source: PubChem (Broad Institute)
